High-throughput results: PubChem BioAssay, Broad Institute
FN deposit inh: fibronectin deposition inhibition; AH1F fibroblasts, Alexa488-fibronectin deposition fluorescence, overnight; inhibition, % at 12.6 µM; actives 0.086% (n = 350,000); AID 743247;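 active = mean inhibition across replicates of 30% or more, regardless of how many single replicates reach that level; inconclusive = mean under 30% yet at least half of replicates reach 30%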;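 also: positive control wells lacked labelled fibronectin entirely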
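Assay system: AH1F fibroblast monolayer, labelled fibronectin deposition. Amount: 10000 cells per well. Also added: labelled fibronectin 24 nM. Compound: single-point pinned compound. Incubation: cell attachment 1 h, compound and FN exposure overnight. Detection: fluorescence after three HBSS washes, excitation 485 nm, emission 525 nm. Read-out: inhibition of fibronectin deposition signal.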
PAX8 inh HTS: inhibitors of PAX8 transcriptional activity in RMG-I cells; RMG-I TPO-luciferase reporter, SteadyGlo, 24 h; inhibition, % at 12.6 µM; actives 1.2% (n = 360,000);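 active = mean replicate inhibition at least 60% with every replicate also reaching 60%; inconclusive = only one of the two criteria is met; inactive = mean below 60% and not all replicates reaching 60%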;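 also: luciferase light reporting Pax8 driven TPO promoter activity; plate controls were median of neutral control wells for no effect and mitoxantrone controls for full effect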
EWS-Fli block: blocks EWS/Fli oncoprotein-driven transcription; A673 NR0B1-luciferase reporter, viability-normalised; inhibition, % at 12.6 µM; actives 0.67% (n = 350,000);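 active = mean inhibition of at least 50% after viability correction, with every replicate also passing that limit; inconclusive = mean reaches 50% but only one of two replicates passes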;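 also: firefly luciferase signal divided by Alamar Blue viability fluorescence both relative to DMSO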
DENV2 CPE: inhibitors of DENV2 cytopathic effect | DENV2-infected cells, cytopathic effect rescue, plate reader | CPE inhibition, % at 9.99 µM | actives 1.7% (n = 350,000); in the data active = CPE inhibition above about 20%, passing the limit was not always enough; inconclusive = no clear call, values can overlap the other calls; tested in BHK-21 cells;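 also: 0% = median of neutral control wells and 100% = median of positive control wells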
miR122 inh: miR-122 inhibition in Huh7 cells; Huh7 miR-122 Renilla luciferase sensor, 48 h; neutral wells = 0, positive control = 100; activation (reporter increase), % at 12.5 µM; actives 0.3% (n = 340,000);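 active = mean replicate activation score at least 90 and every replicate individually at or above 90; inconclusive = only one of the two criteria met; inactive = neither criterion met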;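 also: higher luciferase means less miR-122 activity so hits act as miR-122 inhibitors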
GSIS activator: GLuc luminescence reporter in INS-1E cells, primary screen for activators of glucose-dependent secretion of insulin. AID 743287. actives 0.61% (n = 370,000). activation, % at 16.6 µM. INS-1E GLuc reporter insulin secretion, 2-3 h;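 active = lowest replicate activation of at least 40%, so every replicate reaches that level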;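 also: 0% = median of neutral control wells and 100% = median of IBMX positive control wells; some compounds called inactive have numbers as strong as hits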
F508del corr: CFTR F508del correction in bronchial cells; actives 0.36% (n = 350,000); CFBE cells, YFP halide quenching; stimulated with forskolin plus potentiator P3; % fluorescence drop versus neutral controls; AID 720511; activity (quench increase), % at 7.58 µM;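 active = mean added fluorescence quench of at least 8% versus neutral control, with both replicates also reaching 8%; inconclusive = only one of the mean or replicate conditions met; inactive = mean below 8% and not both replicates reaching 8%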;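 also: cells transiently co-express mutant CFTR-F508del with the halide-sensitive YFP; corrector assay measuring rescue of mutant channel to the surface after 24 h compound exposure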
Starred values were filed as active, the others as inactive; ? = inconclusive; . = no result given; [ ] = another dose, or the depositor's remark. The order is random; any-hit rate near 3.9%.

compound | FN deposit inh | PAX8 inh HTS | EWS-Fli block | DENV2 CPE | miR122 inh | GSIS activator | F508del corr
C[C@@H]1CN([C@H](C)CO)C(=O)Cc2cc(NS(=O)(=O)c3cn(C)cn3)ccc2O[C@H]1CN(C)C(=O)Nc1ccc(C(F)(F)F)cc1 | . | . | -6 | 3 | 15[16.7 µM] | 13 | 0.5
Nc1ccc2c(c1)C(=NO)c1ccccc1-2 | . | -121 | -39 | -7 | . | . | -0.3
COc1ccc(NC(=O)N[C@H]2CC[C@H](CCNS(=O)(=O)c3cccc(Cl)c3)O[C@@H]2CO)cc1 | -5 | 4 | -6 | -2 | . | -3 | 1.3
C[C@@H](NC(=O)C[C@H]1CC[C@H](NS(=O)(=O)c2cccc(F)c2)[C@H](CO)O1)c1ccccc1 | -5 | . | . | 1 | . | -2 | 3.8
COc1ccc(C(=O)N/C(=C\c2cccs2)C(=O)N2CCN(C)CC2)cc1OC | 2 | -7 | 4 | 1 | . | 4 | 1.5
O=C(Nc1ccc2c(c1)OCO2)N[C@@H]1C=C[C@H](CC(=O)N2CCN(c3ccccc3)CC2)O[C@@H]1CO | -10 | -5 | . | 18 | . | 5 | -4.7
O=[N+]([O-])c1ccc(C2=NCCO2)cc1 | 0 | -11 | 6 | 1 | . | -7 | 0.3
COc1cccc(S(=O)(=O)Nc2ccc3c(c2)[C@@H]2C[C@@H](CC(=O)NCCc4ccccc4)O[C@@H](CO)[C@@H]2O3)c1 | . | 17 | 2 | 2 | 7[16.7 µM] | -29 | -1.9
CCCCNC(=O)Cn1nnc(-c2ccccc2)c1COc1ccc(C(C)=O)cc1 | . | -1 | 4 | ? | -1 | 35 | -1.6
Cc1noc(C)c1S(=O)(=O)Nc1ccc2c(c1)C(=O)N([C@H](C)CO)C[C@@H](C)[C@H](CN(C)C(=O)Nc1ccc3c(c1)OCO3)OCCCC[C@@H](C)O2 | . | . | -10 | -4 | -1[16.7 µM] | 3 | 0.6
COc1ccc2c3c([nH]c2c1)[C@@H](CO)N(C(C)=O)CC31CCN(S(=O)(=O)c2cccs2)CC1 | . | . | 7 | -5 | . | 13 | 1.3
C#CCN1C=CC(=O)[C@@H](OC(=O)Nc2ccc(Cl)cc2)[C@H]1c1ccccc1Br | 1 | -15 | 2 | 2 | 1 | . | 3.5
Cc1ccc(-n2nc3ccc(N)cc3n2)cc1C | 4 | -14 | 46 | -5 | 1 | . | 1.5
CC(C)(C)OCC(O)CN1CCN(C(=O)c2ccccc2)CC1 (stereo not given) | -8 | 12 | 3 | 2 | -5 | -2 | -1.9
CCOC(=O)C1=NNC(C(=O)c2ccc(C)cc2)C1c1ccc(C)cc1 (stereo not given) | -9 | 8 | . | . | 3 | 10 | .
CN1C(=S)N(c2ccccc2)C(=O)/C1=C/c1ccco1 | -15 | -2 | . | . | . | 53 | .

2 entries from above, as labelled records.
C[C@@H]1CN([C@H](C)CO)C(=O)Cc2cc(NS(=O)(=O)c3cn(C)cn3)ccc2O[C@H]1CN(C)C(=O)Nc1ccc(C(F)(F)F)cc1
- FN deposit inh: .
- PAX8 inh HTS: .
- EWS-Fli block: -6
- DENV2 CPE: 3
- miR122 inh: 15[16.7 µM]
- GSIS activator: 13
- F508del corr: 0.5
Nc1ccc2c(c1)C(=NO)c1ccccc1-2
- FN deposit inh: .
- PAX8 inh HTS: -121
- EWS-Fli block: -39
- DENV2 CPE: -7
- miR122 inh: .
- GSIS activator: .
- F508del corr: -0.3

Following part:
compound | FN deposit inh | PAX8 inh HTS | EWS-Fli block | DENV2 CPE | miR122 inh | GSIS activator | F508del corr
Cn1c(=O)c(/C=C/c2ccc(F)cc2)nc2ccccc21 | 3 | -3 | -56 | -5 | . | 5 | -1.1
COc1ccc2oc(C(=O)N(C)CCOc3ccccc3)c(C)c2c1 | 3 | -85 | -31 | -6 | 1 | 7 | -1.0
O=C(c1ccc(Oc2ccc([N+](=O)[O-])cc2)cc1)N1CCCCCC1 | -2 | 3 | 9 | 1 | -5 | -28 | -1.3
CCOC(=O)c1cnn(CCOC(=O)c2ccc(OC)cc2)c1NC(=O)c1ccc(OC)cc1 | -21 | 24 | . | . | 0 | 3 | .
Nc1c(NCCN2CCCCC2)c2ccccc2oc1=O | 20 | 5 | 14 | ? | . | -4 | -0.4
COCCNC(=S)N(CCc1c(C)[nH]c2ccc(F)cc12)Cc1ccc(C)cc1 | 3 | 19 | 6 | 6 | 12 | 3 | 1.8
COc1cc2c(cc1OC)C(c1cc(Br)ccc1F)N(C(=O)CCl)CC2 (stereo not given) | 5 | -18 | 58* | 7 | . | -6 | -2.0
CCCNC(=O)C[C@H]1CC[C@H]2[C@H](COc3ccc(NC(=O)c4ccc(OC)cc4)cc3C(=O)N2C)O1 | 4 | -18 | -3 | -1 | -21[16.7 µM] | 1 | 1.7
COc1cc(C)c(Cl)cc1S(=O)(=O)n1ccnc1 | 0 | -2 | 7 | 13 | 0 | 10 | -0.3
Cc1cc(=O)oc2c1c(C)nn2-c1ccc(Cl)cc1 | -2 | 14 | 1 | -3 | . | 0 | 1.7
CCOC(=O)C1CCN(C(=O)CC(C)c2ccccc2)CC1 (stereo not given) | -5 | -6 | . | . | . | 9 | .
COCC#Cc1ccc([C@@H]2[C@H](CO)N3CCCCN(C(=O)NC4CCCC4)C[C@@H]23)cc1 | 2 | 2 | 1 | -5 | 7[16.7 µM] | -1 | -1.7
C[C@@H]1CN([C@@H](C)CO)C(=O)c2cc(NS(=O)(=O)c3ccc(Cl)cc3)ccc2O[C@@H](C)CCCCO[C@H]1CN(C)C(=O)Cc1ccccc1 | 11 | -1 | -6 | -5 | 2[16.7 µM] | -26 | -3.1
Cc1nnc(SCC2=C(C(=O)O)N3C(=O)C(NC(=O)Cn4nc(C(F)F)cc4C)C3SC2)s1 (stereo not given) | -7 | 25 | -8 | -1 | . | -8 | 0.5
O=C1COc2ccc(C(=O)COC(=O)CCCOc3ccccc3)cc2N1 | 9 | -6 | 10 | 2 | -14 | -10 | -4.3
CCOC(=O)c1c(C)[nH]c(C(=O)COC(=O)/C=C/c2ccc(O)c(OC)c2)c1C | -12 | -7 | . | . | 2 | 3 | .

Next structures follow:
| Compound | FN deposit inh | PAX8 inh HTS | EWS-Fli block | DENV2 CPE | miR122 inh | GSIS activator | F508del corr |
| --- | --- | --- | --- | --- | --- | --- | --- |
| C[C@H]1CN([C@@H](C)CO)C(=O)c2cc(NC(=O)Nc3ccc(F)cc3)ccc2O[C@@H]1CN(C)S(=O)(=O)c1ccc(Cl)cc1 | . | 23 | -5 | -8 | 24[16.7 µM] | -35 | -1.9 |
| COc1ccc(CN(C)C[C@H]2OCCCC[C@H](C)Oc3ccc(NC(=O)C4CCCCC4)cc3C(=O)N([C@@H](C)CO)C[C@@H]2C)cc1 | 6 | 3 | . | 2 | 8[16.7 µM] | -27 | 1.7 |
| O=C(OC1CCOC1=O)c1ccc(NS(=O)(=O)c2cccs2)cc1 (stereo not given) | . | -24 | 2 | 1 | 0 | -15 | 1.9 |
| CC(CCc1ccccn1)C(=O)C(C)CCc1ccccn1 (stereo not given) | . | 8 | -1 | -4 | -1 | 39 | 1.9 |
| Cc1c(Nc2nc(-c3ccccc3)cs2)c(=O)n(-c2ccccc2)n1C | . | 0 | -16 | -4 | . | -23 | . |
| Cc1[nH]c2ccc(C(=O)OCC(=O)Nc3cccc(S(N)(=O)=O)c3)cc2c1C | 4 | -25 | -12 | 11 | 3 | -7 | -0.7 |
| C=C(C)CN(CC)C(=O)CC1C(=O)NCCN1CC(C)(C)C (stereo not given) | 6 | -14 | -6 | -2 | . | 6 | 3.8 |
| Cn1c(=O)c(=O)n(C)c2cc(S(=O)(=O)N3CC(=O)N(CCc4ccccc4)C(=O)C3)ccc21 | 4 | -1 | -5 | . | -5 | 6 | 0.1 |
| C[C@@H]1CN([C@@H](C)CO)C(=O)c2cc(C#CC3CC3)cnc2O[C@H]1CN(C)C(=O)c1ccc(F)cc1 | . | . | 0 | -9 | 2[16.7 µM] | 7 | 3.3 |
| O=C(c1cc2cc(Cl)ccc2o1)N1CCCCCC1 | -9 | -181 | -43 | -4 | -3 | 3 | -0.2 |
| COc1ccc2c3c(n(C)c2c1)[C@H](CO)N(C(=O)C1CC1)CC31CCN(Cc2cccc(F)c2)CC1 | 9 | 70* | 18 | -24 | . | -7 | 15* |
| C[C@H]1CN([C@@H](C)CO)C(=O)Cc2cc(NC(=O)Cc3cn(C)c4ccccc34)ccc2O[C@@H]1CN(C)S(=O)(=O)c1ccc(Cl)cc1 | . | 6 | 11 | . | -2[16.7 µM] | -8 | 1.6 |

Ordered by value in miR122 inh (falling): four of the compounds above.
Molecule,miR122 inh
Cc1ccc(-n2nc3ccc(N)cc3n2)cc1C,1
O=C(OC1CCOC1=O)c1ccc(NS(=O)(=O)c2cccs2)cc1 (stereo not given),0
CCCCNC(=O)Cn1nnc(-c2ccccc2)c1COc1ccc(C(C)=O)cc1,-1
CC(C)(C)OCC(O)CN1CCN(C(=O)c2ccccc2)CC1 (stereo not given),-5

Other structures follow.
| Compound | FN deposit inh | PAX8 inh HTS | EWS-Fli block | DENV2 CPE | miR122 inh | GSIS activator | F508del corr |
| --- | --- | --- | --- | --- | --- | --- | --- |
| S=C(NCCc1ccccn1)Nc1cc(Cl)cc(Cl)c1 | -1 | -7 | 0 | -6 | . | -5 | -1.9 |
| O=C(Nc1cccc(Cl)c1)N[C@H]1CC[C@@H](CCNC(=O)C2CCC2)O[C@H]1CO | . | -3 | -12 | 1 | . | -13 | 0.6 |
| COC(=O)Cn1c2ccccc2c2nc(=O)cc(C)n21 | 0 | -6 | -6 | 6 | . | -10 | -2.8 |
| CCC(=O)c1ccc(OCC(=O)OC(C)C(=O)NCc2ccc3c(c2)OCO3)cc1 (stereo not given) | 9 | . | -1 | 3 | -2 | 1 | 1.4 |
| CCOc1ccc(C(=O)/C=C/Nc2ccc(S(=O)(=O)Nc3cc(C)nc(C)n3)cc2)cc1 | -9 | -36 | -43 | 1 | . | -6 | 1.1 |
| O=C(Nc1ccc(O)cc1)c1cc2ccccc2c(=O)s1 | 8 | -202 | -45 | -2 | -2 | 53 | -1.8 |
| O=C(COC(=O)/C=C/c1ccc(C(F)(F)F)cc1)NCC1CCCCC1 | -1 | -9 | 0 | 13 | -12 | 26 | 0.5 |
| COCCN(Cc1ccccc1)C(=O)c1cccc(S(=O)(=O)N(C)c2c(C)n(C)n(-c3ccccc3)c2=O)c1 | -3 | -1 | -3 | -5 | -6 | 11 | -0.8 |
| N#Cc1ccccc1NC(=O)CSc1n[nH]c(=O)n1C1CC1 | 4 | 31 | 9 | -7 | 0 | -3 | -3.1 |
| O=c1[nH]c2ccc([N+](=O)[O-])cc2[nH]1 | -4 | 12 | -5 | ? | 1 | 11 | -0.7 |
| O=C(N=Nc1c(O)[nH]c2ccc([N+](=O)[O-])cc12)c1cc(-c2ccccc2Cl)nc2ccccc12 | -13 | -14 | 2 | -1 | . | 9 | -1.6 |
| CCOC(=O)CN(c1ccccc1)S(=O)(=O)c1ccc(F)cc1 | . | -8 | -9 | 4 | -1 | 13 | -5.0 |
| Cc1ccc(C)c(CC(=O)N2CCCC(c3cc(C(=O)Nc4ccc5c(c4)OCO5)no3)C2)c1 (stereo not given) | 2 | -2 | 6 | 10 | -6 | 7 | -0.1 |
| CC(=O)N(C)C[C@H]1Oc2ncc(-c3cccc(C#N)c3)cc2C(=O)N([C@@H](C)CO)C[C@H]1C | -4 | 1 | -3 | 1 | 3[16.7 µM] | 13 | . |
